Growth percent in the NCI-60 one-dose screen (48 h, 10 µM unless noted): 100 = growth as untreated, 0 = no growth, -100 = all killed.
SW-620: SW-620 colon cancer; actives 5.2% (n = 82,000)
KM12: KM12 colon cancer cells. actives 5% (n = 82,000). AID 1794800
SF-539: SF-539 CNS cancer | actives 6.8% (n = 81,000) | AID 1794752
HCC-2998: HCC-2998 colon cancer. AID 1794799. actives 4.7% (n = 79,000)
SNB-19: SNB-19 CNS cancer cells; actives 2.5% (n = 81,000)
PC-3: PC-3 prostate cancer cells; actives 3.9% (n = 80,000); AID 1794754
SNB-75: SNB-75 CNS cancer; actives 5% (n = 79,000); AID 1794750
HT29: HT29 colon cancer. actives 7.4% (n = 81,000)
DU-145: DU-145 prostate cancer; AID 1794760; actives 4.2% (n = 81,000)
Starred values were filed as active, the others as inactive; x = no result given; & = joins results of further samples; ! = not active in a repeat. Rule for the calls: active = growth percent below 10; inactive = the rest. This is a random part of the collection; about 11% have a hit in one of these screens.

Preview (two entries):
SMILES	SW-620	KM12	SF-539	HCC-2998	SNB-19	PC-3	SNB-75	HT29	DU-145
COc1ccc(-c2cc(-c3ccc(Cl)cc3)nc(SCCCCCCC(=O)NO)n2)cc1	25	46	35	60	36	49	35	11	25
O=C(/C=C/Nc1ccc(S(=O)(=O)O)cc1)c1ccc(Cl)cc1	106	101	101	109	97	105	105	115	109

Main list, from the start:
SMILES	SW-620	KM12	SF-539	HCC-2998	SNB-19	PC-3	SNB-75	HT29	DU-145
COc1ccc(-c2cc(-c3ccc(Cl)cc3)nc(SCCCCCCC(=O)NO)n2)cc1	25	46	35	60	36	49	35	11	25
O=C(/C=C/Nc1ccc(S(=O)(=O)O)cc1)c1ccc(Cl)cc1	106	101	101	109	97	105	105	115	109
O=C(Nc1ccc(F)c([N+](=O)[O-])c1)c1ccc2c(c1)C(=O)OC2=O	99	106	94	95	95	95	94	103	117
COc1ccccc1/C=C/C(=O)/C=C/c1ccccc1OC	-20*	-45*	-29*	2.0*	38&34	0.5*!	13&45	-16*	-11*
COc1ccc2sc(C(=O)NCc3cccc(F)c3)cc2c1	77	95	93	97	84	86	x	90	103
Cc1ccc(S(=O)(=O)OCC(COS(=O)(=O)c2ccc(C)cc2)(COS(=O)(=O)c2ccc(C)cc2)COS(=O)(=O)c2ccc(C)cc2)cc1	102	101	105	116	100	99	68	119	104
Cc1ccc(C(=O)CSc2nnc3sc(Nc4ccccc4)nn23)cc1	110	104	99	101	98	93	105	101	110
Cc1nc2ncccc2c(=O)n1-c1ccc(S(=O)(=O)Nc2ccccn2)cc1	97	99	97	96	99	79	88	89	104
O=C(/C=C/c1cn(-c2ccccc2)nc1-c1ccccc1)CCC(=O)NO	108	97	113	111	112	108	96	104	112
CCCCCCN(CCCCCC)C(F)(F)C(=O)Nc1ccc(S(=O)(=O)c2ccc(NC(=O)C(F)(F)N(CCCCCC)CCCCCC)cc2)cc1	78	57	87	51	83	71	85	47	80
CC(=O)CSc1nc(-c2cnccn2)cc(-c2cccs2)c1C#N	98	92	94	111	93	85	72	97	91
COc1ccc(-c2nn(-c3cccc(Cl)c3)cc2-c2cc(-c3ccc(Br)cc3)nc(N)c2C#N)cc1	114	117	108	115	90	97	77	115	123
COc1ccc(-c2nc3ncccn3c2-c2nnc(-c3ccc(F)cc3)o2)cc1	105	104	94	104	97	93	95	107	106
Fc1ccc(CSc2nnc(-c3cccnc3)o2)cc1	105	112	103	104	100	101	90	92	114
COc1ccc(-n2nc(C(=O)NCCCC(=O)NO)nc2-c2ccccc2)cc1	98	91	81	109	94	90	75	94	101
C=C[C@H]1[C@H](O[C@@H]2OC(CO)[C@@H](O)[C@H](O)C2OC(=O)c2c(O)cc(O)cc2-c2cccc(O)c2)OC=C2C(=O)OCC[C@H]21 (some centres undefined)	105	103	104	106	97	103	93	108	105
CN1CCN(c2nc(-c3cnc4ccccc4n3)cc3ccccc23)CC1	12	88	80	-26*	81	71	73	21	77
CCN(CC)C(=O)C=C(C)C	110	109	109	105	116	91	94	104	122
O=c1ccc(-c2ccccc2)nn1Cc1n[nH]c(=S)n1C1CCCCC1	114	111	100	118	98	90	110	124	119
O=c1nc(N2CCOCC2)oc2c(-c3cccc4c3oc3ccccc34)cccc12	99	87	96	104	96	77	59	98	98
COc1ccc(C(=O)N2C=Cc3ccccc3C2C#N)cc1 (centres undefined)	99	90	97	103	94	93	94	110	109
CC(/C(=N\N=C(N)N)c1ccccc1)N(C)C (centres undefined)	98	109	101	101	98	82	82	102	118
CC12CCC(C(=Nc3ccc(N=C4C(=O)C5(C)CCC4C5(C)C)cc3)C1=O)C2(C)C	107	102	98	96	109	110	101	106	123
CC(CCC(=O)O)C1CCCC1 (centres undefined)	104	101	101	107	102	82	88	97	101
O=[N+]([O-])c1cccc(/C=N\Nc2ccccc2)c1	71	39	97	84	95	67	78	80	80
CC(=O)O[C@@H]1CCN2C(=O)N(C)c3ccccc3[C@@H]2C1	113	116	98	104	98	89	89	104	121
COc1ccc(C(=O)/C=C/c2c(C(F)(F)F)nc3ccccn23)cc1OC	-4.4*	3.3*	-13*	-9.2*	17	31	-20*	6.9*	4.2*
O=C(Nc1cccc(F)c1)Nc1nccnc1OCc1ccc(F)cc1	106	91	98	128	98	85	99	93	109
Cc1nc2sc(C(=O)Nc3cccc(Cl)c3)c(N)c2cc1C(=O)c1ccc(C(F)(F)F)cc1	84	95	78	84	92	69	64	86	69
Cc1nc2cnc(N)c(C#Cc3cncc(C(=O)Nc4ccc(Cl)c(C(F)(F)F)c4)c3)c2nc1C	-19*	3.0*	-13*	60	90	85	45	31	69
N#C/C(=C\c1ccc(CO)o1)C(N)=O	107	101	102	121	100	116	97	109	108
CN1CCN(Cc2ccc(C(=O)Nc3cncc(C#Cc4cnc(N)c5ccccc45)c3)cc2C(F)(F)F)CC1	-66*	-70*	-96*	-53*	-48*	-19*	-96*	-53*	-87*
COc1ccc(-c2nc(NN)[nH]c(=O)c2Br)cc1	99	104	103	109	101	109	101	105	114
Cc1sc2ncnc(Sc3nc4ccccc4[nH]3)c2c1C	-78*	-90*	-95*	-91*	-22*	-43*	-85*	-64*	-83*
COc1ccc(-c2c(-c3cc4c(c(OC)c3OC)OCO4)noc2N)cc1	18	19	1.1*	21	41	12	23	x	12
O=C(Nc1ccc(OCc2nnc(-c3ccccc3)o2)c(F)c1)c1ccc(Cl)c(Cl)c1	98	91	94	82	106	x	78	90	95
COc1cc(-c2c(-c3ccccc3)[nH]oc(=O)c2=O)c(OC)c2c1OCO2	105	102	98	110	97	100	79	106	109
C[C@]12CC[C@@H]3c4ccc(OS(=O)(=O)O)cc4CC[C@H]3[C@@H]1CC[C@@H]2NS(=O)(=O)c1cccc(Br)c1	84	52	87	88	101	49	68	60	82
FC(F)(F)C(Cl)Br (centres undefined)	110	108	108	105	113	104	111	103	107
CCO/C=C1\SC(=S)N(c2ccccc2OC)C1=O	100&108	98&103	97&102	105&107	97&103	89&96	93&87	87&100	101&109
COc1ccc(-c2ccc(NC(=O)Nc3ccccc3)c(C)n2)cc1	101	94	105	101	112	91	107	79	100
C=CCn1c(C)nc2ccc(Nc3nc(Nc4ccc(F)cc4)nc4ccccc34)cc21	46	37	73	81	96	42	55	19	74
C/C(=N\NC(=O)Nc1cccc(C)c1)c1nnn(-c2ccc(Br)cc2)c1C	103	101	98	111	100	97	114	106	105
CCN(CC)c1ccc(/C=N/NC(=O)CSc2nc3ccccc3c(=O)n2Cc2ccc(S(N)(=O)=O)cc2)c(O)c1	21	15	28	20	42	49	39	32	38
CCOC(=O)C1=CC2CCOC2O1 (centres undefined)	100	102	97	104	x	93	90	101	100
CCCCCCCCn1ccc2cc(NC(=O)CN3CCN(c4cc(C)nc(N5CCCCC5)n4)CC3)ccc21	87	82	98	108	98	62	101	20	93
CCCCNP1(NCCCC)=NP(NCCCC)(NCCCC)=NP(NCCCC)(NCCCC)=NP(NCCCC)(NCCCC)=N1	6.1*	-25*	34	-25*	x	-6.5*	8.4*	12	16
CC[C@]12CN3CCc4c([nH]c5ccccc45)[C@@](C(=O)OC)(c4cc5c(cc4OC)N(C)[C@H]4[C@@](O)(C(=O)OC)[C@H](OC(C)=O)[C@]6(CC)C=CCN7CC[C@]54[C@@H]76)CC(C3)[C@H]1O2 (some centres undefined)	17	-18*	2.9*	-15*	27	16	-2.5*	2.7*	-22*
c1ccc(CCNc2c3ccccc3nc3ccccc23)cc1	28	57	28	41	39	36	68	22	38
Cc1cc2c(cc1-c1cc(/C=C/C(=O)O)ccc1O)C(C)(C)C=CC2(C)C	115	95	79	118	100	78	96	113	102
(more compounds)
SMILES	SW-620	KM12	SF-539	HCC-2998	SNB-19	PC-3	SNB-75	HT29	DU-145
O=C(CSc1nc2ccccc2c(=O)n1-c1ccccc1)c1cc2cc(Br)ccc2oc1=O	95	89	110	101	96	82	90	110	96
O=C(CC(c1ccc(Br)cc1)c1cccc2ccccc12)c1ccccc1 (centres undefined)	89	95	90	106	92	92	93	63	105
COc1ccc(C(=O)c2cc(C)c(OC)c(C)c2)cc1OC(=O)CCl	27	12	-26*	27	31	26	70	13	9.4*
N#CC(C#N)=NNc1ccc(S(=O)(=O)O)cc1	83	78	101	107	103	104	108	101	91
CC1(C)CC[C@]2(C(=O)N3CCNCC3)CC[C@]3(C)C(=CC[C@@H]4[C@@]5(C)Cc6c([nH]c7ccccc67)C(C)(C)[C@@H]5CC[C@]43C)[C@@H]2C1	93	90	92	91	94	81	93	39	90
COc1ccc(OC)c([N+](=O)[O-])c1[N+](=O)[O-]	113	110	95	114	104	97	112	117	109
O=C1OCCC/C1=C/c1ccc2c(c1)OCO2	102	103	98	101	93	x	85	106	106
CCOC(=O)c1cc(Cl)c(O)c(Cl)c1	109	108	106	112	106	101	103	103	104
O=c1[nH]c2cc(F)ccc2c2ccc(F)cc12	101	102	80	107	88	85	89	100	101
Brc1c(SCc2ccccc2)ncnc1SCc1ccccc1	97	103	97	101	102	74	101	75	107
CC(=O)N1C(=O)C(=O)c2ccccc21	101	x	97	110	113	97	84	98	x
CC(C#N)OCCO (centres undefined)	104	114	87	110	104	103	79	98	114
CC(=O)c1cc(C(C)C)cc(CCC(C)C)c1C	99	102	100	102	104	92	95	95	109
C#CC(C)(C)OC(=O)Nc1cccc(Cl)c1	91	100	x	100	95	89	115	96	109
CCOc1ccc(N=C(C)Nc2ccc(OCC)cc2)cc1	104	117	118	104	99	93	81	109	114
O=c1ccn(CCCOc2ccccc2Br)c(=O)[nH]1	98	98	98	99	102	88	87	102	88
O=c1c2cc(F)ccc2sc2c(NCc3ccccc3)nc3ccc(Cl)cc3c12	103	104	110	109	103	103	87	93	106
O=C(O)CC(C(=O)O)C(CC(=O)O)C(=O)O (centres undefined)	98	101	100	105	104	79	89	88	113
CC(C)(C)OC(=O)N1CCC[C@]2(C)[C@H]3CC[C@@H]4[C@H]5[C@H]6OC[C@@]5(CCC6(C)C)CC[C@@]4(C)[C@]3(C)CC[C@H]2C1(C)C	111	110	91	106	104	99	91	110	118
N#CC1(C#N)C2c3ccccc3C(c3ccccc32)C1(C#N)C#N	86	102	98	98	102	97	95	99	103

An excerpt from above in order of molecular weight, smallest number first:
SMILES	SW-620	KM12	SF-539	HCC-2998	SNB-19	PC-3	SNB-75	HT29	DU-145
CC(C#N)OCCO (centres undefined)	104	114	87	110	104	103	79	98	114
CC(=O)N1C(=O)C(=O)c2ccccc21	101	x	97	110	113	97	84	98	x
COc1ccc(OC)c([N+](=O)[O-])c1[N+](=O)[O-]	113	110	95	114	104	97	112	117	109
O=c1[nH]c2cc(F)ccc2c2ccc(F)cc12	101	102	80	107	88	85	89	100	101
O=C1OCCC/C1=C/c1ccc2c(c1)OCO2	102	103	98	101	93	x	85	106	106
O=C(O)CC(C(=O)O)C(CC(=O)O)C(=O)O (centres undefined)	98	101	100	105	104	79	89	88	113
CCOC(=O)c1cc(Cl)c(O)c(Cl)c1	109	108	106	112	106	101	103	103	104
CC(=O)c1cc(C(C)C)cc(CCC(C)C)c1C	99	102	100	102	104	92	95	95	109
CCOc1ccc(N=C(C)Nc2ccc(OCC)cc2)cc1	104	117	118	104	99	93	81	109	114
O=c1ccn(CCCOc2ccccc2Br)c(=O)[nH]1	98	98	98	99	102	88	87	102	88
Brc1c(SCc2ccccc2)ncnc1SCc1ccccc1	97	103	97	101	102	74	101	75	107
O=c1c2cc(F)ccc2sc2c(NCc3ccccc3)nc3ccc(Cl)cc3c12	103	104	110	109	103	103	87	93	106
CC1(C)CC[C@]2(C(=O)N3CCNCC3)CC[C@]3(C)C(=CC[C@@H]4[C@@]5(C)Cc6c([nH]c7ccccc67)C(C)(C)[C@@H]5CC[C@]43C)[C@@H]2C1	93	90	92	91	94	81	93	39	90

Additional structures.
SMILES	SW-620	KM12	SF-539	HCC-2998	SNB-19	PC-3	SNB-75	HT29	DU-145
Cc1ccc(Cc2c(O)n3c(nc4ccccc43)[nH]c2=O)cc1	95	99	103	102	102	87	50	95	108
CCN(CC)CCOc1ccc(/C=C(\C)C(C)=O)cc1	104	104	95	103	103	88	81	83	108
CCN(CC)CC(O)c1cc(-c2ccc(Cl)cc2)nc2cc(Cl)ccc12 (centres undefined)	31	-37*	18	26	57	28	38	-50*	18
COc1cccc(Cn2cc3c(c2-c2ccccc2)CCc2cnoc2-3)c1	81	66	80	91	88	66	91	71	113
CSc1nc(N)c(CNC(C)c2ccccc2)c(=O)n1C (centres undefined)	107	106	95	101	99	101	93	105	118
CN(C)CC(=O)Nc1nc(-c2cccc(NS(=O)(=O)c3cccc4c(N(C)C)cccc34)c2)cs1	105	94	93	86	89	72	96	94	103
COc1ccc(N=C(C)c2ccc(OC)cc2)cc1	105	85	99	94	96	64	105	90	100
Cc1nc2nccnc2[nH]1	116	107	103	114	107	110	84	96	113
CCOC(=O)c1c(NCC(=O)Nc2cccc([N+](=O)[O-])c2)sc2c1CCCC2	-2.8*	-20*	-56*	-76*	-17*	-34*	-49*	-72*	-15*
O=C(N/N=C/c1ccco1)c1[nH]c2ccc(Br)cc2c1-c1ccccc1	25	13	-15*	23	41	30	32	-25*	13
Cc1c(Cl)cccc1NC(=O)COC(=O)CN1C(=O)NC(C)(C)C1=O	102	106	101	107	112	98	90	99	115
CNC(=O)c1cc(Oc2ccc3c(c2)sc2nc(-c4ccc(N)cc4)cn23)ccn1	35	21	6.4*	21	32	29	38	0.7*	7.8*
O=C(CSc1nnc(-c2ccc3nc(-c4ccc(Cl)cc4)[nH]c3c2)o1)Nc1ccc(C(=O)/C=C/c2ccccc2)cc1	114	108	98	122	104	107	98	121	114
Cc1nc2ccc(Cl)cc2[nH]1	107	98	96	100	x	133	95	121	114
CCOC(=O)c1c(C)nc2ccccc2c1/C=C/c1ccccc1	91	72	89	87	77	70	80	83	92
CC1=C[C@@]2(CCCO)c3cc4c(cc3CC[C@@]2(C)[C@@H]1C)[nH]c1ccccc14	89	89	96	99	92	78	x	91	106

Screens: PubChem, NCI
